Screening results (PubChem BioAssay)
TcdB GH inh: TcdB glycohydrolase inhibitors, primary screen, biochemical, single point, plate reader | 0.24% of 350,000 active | TcdB glycohydrolase enzymatic assay | AID 652162, 2013 | inhibition, % at 9.99 µM | Toxin B (Clostridioides difficile), P18177; in the data active means inhibition above about 10%
Target sequence (P18177 whole entry, looked up): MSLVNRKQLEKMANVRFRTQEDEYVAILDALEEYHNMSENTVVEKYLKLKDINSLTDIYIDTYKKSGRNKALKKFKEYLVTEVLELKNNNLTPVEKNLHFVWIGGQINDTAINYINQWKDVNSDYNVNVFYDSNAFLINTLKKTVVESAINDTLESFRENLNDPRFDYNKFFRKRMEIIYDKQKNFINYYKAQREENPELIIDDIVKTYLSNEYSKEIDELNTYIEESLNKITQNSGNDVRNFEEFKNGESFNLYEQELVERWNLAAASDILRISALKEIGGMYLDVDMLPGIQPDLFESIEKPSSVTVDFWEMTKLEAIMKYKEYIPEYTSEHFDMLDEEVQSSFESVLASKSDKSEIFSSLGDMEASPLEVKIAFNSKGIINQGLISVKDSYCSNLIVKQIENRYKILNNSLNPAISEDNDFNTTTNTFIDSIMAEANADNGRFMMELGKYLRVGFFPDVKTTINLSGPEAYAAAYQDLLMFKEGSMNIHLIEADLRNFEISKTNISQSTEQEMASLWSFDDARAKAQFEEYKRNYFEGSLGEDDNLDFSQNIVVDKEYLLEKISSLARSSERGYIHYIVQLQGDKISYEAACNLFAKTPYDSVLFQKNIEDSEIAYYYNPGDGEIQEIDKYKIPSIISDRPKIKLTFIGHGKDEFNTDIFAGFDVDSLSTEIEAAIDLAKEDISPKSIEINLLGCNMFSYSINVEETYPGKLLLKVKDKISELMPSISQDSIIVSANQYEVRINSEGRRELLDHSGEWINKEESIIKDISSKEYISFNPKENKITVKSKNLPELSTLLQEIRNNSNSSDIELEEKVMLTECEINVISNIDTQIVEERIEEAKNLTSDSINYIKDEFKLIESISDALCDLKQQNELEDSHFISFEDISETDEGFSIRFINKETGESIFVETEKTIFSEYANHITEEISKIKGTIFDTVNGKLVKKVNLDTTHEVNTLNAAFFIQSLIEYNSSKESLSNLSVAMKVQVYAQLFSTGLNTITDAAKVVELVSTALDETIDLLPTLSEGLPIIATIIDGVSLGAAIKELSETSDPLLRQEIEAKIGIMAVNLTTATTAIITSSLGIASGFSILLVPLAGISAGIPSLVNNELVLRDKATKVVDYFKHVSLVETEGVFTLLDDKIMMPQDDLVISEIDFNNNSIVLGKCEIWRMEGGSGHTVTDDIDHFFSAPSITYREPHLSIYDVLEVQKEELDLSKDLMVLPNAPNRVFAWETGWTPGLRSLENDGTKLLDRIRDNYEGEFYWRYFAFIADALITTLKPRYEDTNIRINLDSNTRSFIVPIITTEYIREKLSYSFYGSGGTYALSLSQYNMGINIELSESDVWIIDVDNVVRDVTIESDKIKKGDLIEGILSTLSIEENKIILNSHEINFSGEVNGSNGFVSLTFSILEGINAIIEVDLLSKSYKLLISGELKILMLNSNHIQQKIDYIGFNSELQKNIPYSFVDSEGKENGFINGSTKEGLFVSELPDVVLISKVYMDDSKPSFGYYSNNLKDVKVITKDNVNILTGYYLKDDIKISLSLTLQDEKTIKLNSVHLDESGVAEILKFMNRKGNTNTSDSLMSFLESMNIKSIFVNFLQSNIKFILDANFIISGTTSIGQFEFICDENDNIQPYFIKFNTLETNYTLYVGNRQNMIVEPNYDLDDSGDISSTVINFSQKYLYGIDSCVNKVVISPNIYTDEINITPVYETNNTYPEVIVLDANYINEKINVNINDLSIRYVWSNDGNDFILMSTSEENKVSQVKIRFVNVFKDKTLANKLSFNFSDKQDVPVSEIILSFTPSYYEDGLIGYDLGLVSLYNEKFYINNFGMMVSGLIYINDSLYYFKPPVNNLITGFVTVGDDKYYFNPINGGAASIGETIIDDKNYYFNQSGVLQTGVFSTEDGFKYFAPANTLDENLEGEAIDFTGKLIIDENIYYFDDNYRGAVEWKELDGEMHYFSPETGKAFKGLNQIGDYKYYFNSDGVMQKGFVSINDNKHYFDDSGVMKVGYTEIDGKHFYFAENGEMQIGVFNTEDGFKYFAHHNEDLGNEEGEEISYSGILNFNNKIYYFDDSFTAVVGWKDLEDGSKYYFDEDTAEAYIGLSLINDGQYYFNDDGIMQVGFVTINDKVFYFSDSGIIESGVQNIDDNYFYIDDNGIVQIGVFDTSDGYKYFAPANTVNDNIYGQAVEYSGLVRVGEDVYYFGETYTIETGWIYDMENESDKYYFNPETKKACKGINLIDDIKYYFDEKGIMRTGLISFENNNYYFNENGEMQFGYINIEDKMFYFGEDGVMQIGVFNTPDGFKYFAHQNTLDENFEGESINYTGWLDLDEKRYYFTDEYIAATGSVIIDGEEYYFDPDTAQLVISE
PfHsp40 rescue: rescue of yeast from PfHsp40 toxicity, primary screen, S. cerevisiae, ATP luminescence | 0.68% of 340,000 active | growth rescue, % at 12.5 µM | S. cerevisiae expressing PfHsp40, growth rescue | AID 504582, 2011; in the data active means growth rescue above about 28%, passing the limit was not always enough;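 further: yeast W303a lacking pdr1 and pdr3 grown in galactose medium; growth measured after three days at 30 °C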
FadD28 binding: inhibitors of FadD28 bisubstrate probe binding, primary screen, biochemical, fluorescence polarization, single point | Mycobacterium tuberculosis FadD28 fatty-acid-AMP ligase | inhibition, % at 12.5 µM | 0.22% of 360,000 active | AID 588549, 2011; in the data active means inhibition above about 8.5%, passing the limit was not always enough
Y pestis TopoI: Yersinia pestis topoisomerase I inhibitors, primary screen, biochemical, cleavage product accumulation, plate reader, single point | Y. pestis Topo-I cleavage product accumulation | activity, % at 10 µM | 0.064% of 360,000 active | AID 504884, 2011; in the data active means activity above about 50%, passing the limit was not always enough; further: inactives centre near 2
UGM FP inh: M. tuberculosis UGM enzyme inhibitors, primary screen, biochemical, fluorescence polarization, single point; purified UGM, fluorescence polarization probe displacement; inhibition, % at 10 µM; 0.06% of 320,000 active; AID 504406, 2011; in the data active means inhibition above about 10%, passing the limit was not always enough
BioA inh: M. tuberculosis BioA enzyme inhibitors, primary screen, biochemical, plate reader, single point, HTS | inhibition, % at 9.99 µM | purified M. tuberculosis BioA enzyme | AID 602481, 2012 | 0.096% of 360,000 active; in the data active means inhibition above about 40%
FBA Mtb inh: Mtb FBA enzyme inhibitors, primary screen, biochemical, fluorescence, strain H37Rv; purified M. tuberculosis FBA, fluorescence read-out; AID 588726, 2011; 2.3% of 360,000 active; inhibition, % at 1 µM; Fructose-bisphosphate aldolase (Mycobacterium tuberculosis (strain ATCC 25618 / H37Rv)), …; in the data active means inhibition above about 27%;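 further: 0% = vehicle and 100% = reference inhibitor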
Vc quorum ag: inducers of Vibrio cholerae quorum light production without autoinducers, primary screen, BH1578 luxS cqsA deficient, single point. V. cholerae BH1578 lux reporter, luminescence, 6 h. activation, % at 18.7 µM. 0.16% of 350,000 active. AID 588436, 2011; in the data active means activation mostly above about 9.7%, no sharp cut-off; further: not every result past the cut was called active; inactives centre near 0; reference of the scale not given here
GDH-TPI counter: GDH-TPI coupling enzyme inhibitors, primary screen, artefact control for M. tuberculosis FBA inhibitor project, biochemical, absorbance, full deck. GDH-TPI coupled enzyme counterscreen, NADH absorbance. inhibition, % at 4.8 µM. 1.2% of 360,000 active; in the data active means inhibition above about 30%;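 further: 0% = DMSO wells and 100% = wells lacking the enzyme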
* = called active by the depositor; i = inactive; . = not tested or not shown.

Value order: TcdB GH inh	PfHsp40 rescue	FadD28 binding	Y pestis TopoI	UGM FP inh	BioA inh	FBA Mtb inh	Vc quorum ag	GDH-TPI counter
- COC(=O)C(Cc1ccccc1)NC(=O)CCC(=O)NC(C)CCc1ccccc1 (configuration not stated)
 : -1.0	1.4	-0.4	20	0.5	-2.0	-2	i	-2
- O=C(C1=C(O)C(=O)N(CC2CCCO2)C1c1cccc(O)c1)c1ccco1 (configuration not stated)
 : 1.8	-0.4	.	3	0.5	.	2	-0.2	-4
- CC(=O)Nc1ccc(NC(=S)Nc2ccc(Br)cc2)cc1
 : 1.4	1.2	-4.3	-3	-1.4	.	-1	i	-19
- C(=N\Nc1ccccc1)/c1nc2ccccc2s1
 : -0.3	4.5	-3.2	-16	-0.6	.	-1	-0.1	19
- Cc1ccc(CNC(=O)C2CCC(=O)N(CCCN3CCOCC3)C2)cc1 (configuration not stated)
 : 0.2	-0.4	-0.2	-5	1.2	-1.9	3	.	1
- CN(C)c1cccc(-c2cc(Nc3ccc(C(C)(C)C)cc3)ncn2)c1
 : -0.3	.	-1.2	0	.	0.0	7	-0.8	8
- O=C(CNS(=O)(=O)c1cccc(C(F)(F)F)c1)Nc1ccccc1F
 : .	-0.6	-2.0	6	1.2	-0.4	2	-6.2	3
- CC(Cc1ccccc1)C(=O)NCc1ccncc1 (configuration not stated)
 : 0.8	0.0	0.7	-3	1.2	-2.6	2	-0.3	8
- CC1CCN(S(=O)(=O)c2cc(Cl)ccc2Br)CC1
 : .	0.2	-8.9	14	-2.7	0.2	1	-2.2	3
- Cn1c(=O)c2c(nc(N3CCN(c4ccccc4)CC3)n2CCCc2ccccc2)n(C)c1=O
 : .	-0.7	-2.6	-2	3.1	-0.6	-1	.	-9
- O=S(=O)(NC1CCCCC1N1CCOCC1)c1ccc(Cl)cc1 (configuration not stated)
 : 0.4	-1.4	-3.4	-2	3.1	-1.6	1	i	-4
- C=C(C)[C@@H]1CCC2(C(=O)O)CC[C@]3(C)[C@H](CC[C@@H]4[C@@]5(C)CCC(=O)C(C)(C)[C@@H]5CC[C@]43C)[C@@H]12 (some centres not stated)
 : 0.0	-0.4	-3.0	23	-0.3	-4.7	-1	i	5
- CCCCCCCCS(=O)c1sc2nc3c(cc2c1N)CCCC3 (configuration not stated)
 : .	0.7	0.0	29	-1.6	-1.0	4	i	15
- CCN(CC)C(=O)c1cn(-c2ccccc2)nc1-c1ccc2c(c1)OCCO2
 : 1.5	3.6	-2.4	1	1.2	0.4	3	-0.3	3
- CC1(C)CC(=O)c2c(Cc3ccccc3)n[nH]c2C1
 : .	1.2	-4.4	-5	1.7	0.8	1	-0.5	8
- Cc1cccc(OCCOc2ccc(/C=N/NC(=O)Cc3nnc(N)s3)cc2)c1
 : .	0.9	-1.9	2	3.6	.	1	-0.1	3
- COc1cc(C(=O)NCCOc2ccc(F)cc2)c(Br)c(OC)c1OC
 : 1.4	-0.1	-0.7	-7	-1.7	.	1	-0.3	-3
- Cc1ccc(S(=O)(=O)Cc2sc3ccccc3[n+]2C)cc1
 : 0.6	0.3	-0.4	22	0.1	.	0	i	25
- Cc1c(N=C/C=C2\N(C)c3ccccc3C2(C)C)c(=O)n(-c2ccccc2)n1C
 : -2.3	-0.9	1.5	3	-2.7	-0.6	-3	-7.1	23
- O=C(COC(=O)COc1ccccc1)Nc1ccc(Br)cc1F
 : 0.4	-0.5	0.2	13	-1.6	-1.1	1	i	-4
- CSc1ccccc1NC(=O)c1ccc(C)o1
 : .	8.1	-2.6	5	-2.6	-0.1	-1	-1.4	-3
- COc1ccccc1NC(=O)COC(=O)C1CCCC1
 : 0.8	-1.4	-2.7	1	-1.9	-1.8	2	i	-4
- O=C(NCCC1=CCCCC1)c1c(O)nc2sccn2c1=O
 : 2.1	372*	-2.2	18	.	1.0	-2	0.7	-1
- NS(=O)(=O)c1ccc(CCNC(=O)COC(=O)CCSc2ccc(Cl)cc2)cc1
 : .	-0.8	-2.2	14	-2.1	0.7	0	-1.0	-1
- O=C(NCc1cccc(C(F)(F)F)c1)C1CCC(=O)N(C2CCCCCC2)C1 (configuration not stated)
 : 0.1	-0.1	-5.0	17	1.0	0.5	1	-0.3	0
- O=C(CN1CCN(c2ccc(O)cc2)CC1)NCC(=O)Nc1ccc(F)c(F)c1F
 : -5.8	0.3	-1.5	-7	-2.5	1.8	3	-2.7	6
- CC(=O)N(CN1C(=O)C2CC=CCC2C1=O)c1cccc(Cl)c1 (configuration not stated)
 : .	0.3	-0.8	3	-0.6	-2.3	1	-4.5	8
- CCOC(=O)C1CCCN(C(=O)c2cccc(S(=O)(=O)N(C)c3ccc(OC)cc3)c2)C1 (configuration not stated)
 : 1.1	-1.6	-4.6	16	.	1.0	-1	-0.4	9
- CN(C(=O)c1ccc(NC(=O)Cc2ccc(NC(=O)C3CCCN(C(=O)C4CCC4)C3)cc2)cc1)C1CCCC1 (configuration not stated)
 : -12	0.5	-0.6	-1	.	-1.8	3	0.9	-6
- CN(Cc1ccccc1)C(=O)c1cccc(NC(=O)Cc2ccc(NC(=O)C3CCCN(C(=O)CCc4ccccc4)C3)cc2)c1 (configuration not stated)
 : -0.2	1.3	-3.6	28	.	0.4	1	1.4	-11
- CCCCSc1nnc(-c2ccc(C)cc2)n1C
 : .	-2.9	-3.6	2	-1.9	1.2	-12	i	-3
- CCCCCCCCn1c(N2CCN(c3cccc(Cl)c3)CC2)nc2c1c(=O)[nH]c(=O)n2C
 : .	-1.5	-4.0	9	-1.7	.	-3	-0.3	-7
- Cc1ccccc1N1CCN(C(=S)c2ccc([N+](=O)[O-])cc2)CC1
 : .	0.9	-0.2	16	1.6	-0.4	-2	-0.8	10
- CC(C)N1CC2=C(OC(N)=C(C#N)C2c2cccnc2)/C(=C/c2cccnc2)C1 (configuration not stated)
 : .	0.5	-1.0	5	0.1	43*	5	-2.9	10
- CC(=O)c1cnc2c(-c3ccccc3)c(C(F)(F)F)nn2c1C
 : 1.3	1.0	-3.0	1	0.8	.	2	-0.4	9
- CCOC(=O)c1c(C)n(C)c2ccc(OCC(O)Cn3c(C)nc4ccccc43)cc12 (configuration not stated)
 : .	0.8	-3.1	4	3.2	-1.4	-1	i	5
- C=Cn1nc(C)c2ccccc2c1=O
 : .	-0.9	-2.8	-1	-2.7	-4.2	-1	i	0
- CCOP(=O)(OCC)C(NCc1ccccc1)c1ccc(Br)cc1 (configuration not stated)
 : .	1.1	-3.0	20	-1.5	1.5	2	-0.3	5
- CCCN(CCC)CCNC(=O)CS(=O)Cc1nc(-c2ccc(C)cc2)oc1C (configuration not stated)
 : .	1.7	.	2	-1.8	.	6	4.9	-6
- Cc1cc(NC(=O)c2noc3c2CCCC3)no1
 : .	1.1	-0.3	3	2.6	-1.3	4	-2.4	5

Single entries from the entries so far:
`Cc1ccccc1N1CCN(C(=S)c2ccc([N+](=O)[O-])cc2)CC1` – FadD28 binding: -0.2
`C=Cn1nc(C)c2ccccc2c1=O` – FBA Mtb inh: -1

(cont.)
Value order: TcdB GH inh	PfHsp40 rescue	FadD28 binding	Y pestis TopoI	UGM FP inh	BioA inh	FBA Mtb inh	Vc quorum ag	GDH-TPI counter
- CCNC(=O)c1cc2c(=O)n3cccc(C)c3nc2n(Cc2ccc(C)cc2)c1=N
 : .	-0.3	-1.8	2	3.4	-0.8	112*	-0.7	4
- Cc1cc(Cl)ccc1NC(=S)Nc1cccnc1
 : .	0.6	-2.0	-11	1.7	5.4	-2	-1.2	17
- O=C(c1cc(-c2ccc(F)cc2)on1)N1CCN(c2ccc(F)cc2)CC1
 : 3.4	-2.0	-4.1	9	4.7	-0.1	-5	-0.3	-8
- CCC(Oc1cccc(Cl)c1)C(=O)N1CCCN(C)CC1 (configuration not stated)
 : 1.0	2.2	-4.3	-1	-3.1	1.5	-1	-0.4	-2

12 entries from above, tab-delimited.
Structure	TcdB GH inh	PfHsp40 rescue	FadD28 binding	Y pestis TopoI	UGM FP inh	BioA inh	FBA Mtb inh	Vc quorum ag	GDH-TPI counter
CN(Cc1ccccc1)C(=O)c1cccc(NC(=O)Cc2ccc(NC(=O)C3CCCN(C(=O)CCc4ccccc4)C3)cc2)c1 (configuration not stated)	-0.2	1.3	-3.6	28	.	0.4	1	1.4	-11
CCCCSc1nnc(-c2ccc(C)cc2)n1C	.	-2.9	-3.6	2	-1.9	1.2	-12	i	-3
CCCCCCCCn1c(N2CCN(c3cccc(Cl)c3)CC2)nc2c1c(=O)[nH]c(=O)n2C	.	-1.5	-4.0	9	-1.7	.	-3	-0.3	-7
Cc1ccccc1N1CCN(C(=S)c2ccc([N+](=O)[O-])cc2)CC1	.	0.9	-0.2	16	1.6	-0.4	-2	-0.8	10
CC(C)N1CC2=C(OC(N)=C(C#N)C2c2cccnc2)/C(=C/c2cccnc2)C1 (configuration not stated)	.	0.5	-1.0	5	0.1	43*	5	-2.9	10
CC(=O)c1cnc2c(-c3ccccc3)c(C(F)(F)F)nn2c1C	1.3	1.0	-3.0	1	0.8	.	2	-0.4	9
CCOC(=O)c1c(C)n(C)c2ccc(OCC(O)Cn3c(C)nc4ccccc43)cc12 (configuration not stated)	.	0.8	-3.1	4	3.2	-1.4	-1	i	5
C=Cn1nc(C)c2ccccc2c1=O	.	-0.9	-2.8	-1	-2.7	-4.2	-1	i	0
CCOP(=O)(OCC)C(NCc1ccccc1)c1ccc(Br)cc1 (configuration not stated)	.	1.1	-3.0	20	-1.5	1.5	2	-0.3	5
CCCN(CCC)CCNC(=O)CS(=O)Cc1nc(-c2ccc(C)cc2)oc1C (configuration not stated)	.	1.7	.	2	-1.8	.	6	4.9	-6
Cc1cc(NC(=O)c2noc3c2CCCC3)no1	.	1.1	-0.3	3	2.6	-1.3	4	-2.4	5
CCNC(=O)c1cc2c(=O)n3cccc(C)c3nc2n(Cc2ccc(C)cc2)c1=N	.	-0.3	-1.8	2	3.4	-0.8	112*	-0.7	4
